KOR beta-arrestin-1 – KOR antagonists, beta-arrestin recruitment, cell-based, luminescence, uHTS (AID 1778); KOR beta-arrestin recruitment, luminescence, antagonist mode; higher % means a stronger effect; inhibition, % at 10 µM; hits with a dose series show IC50 in µM; hit rate 0.091% among 290,000; in the data active means inhibition above about 50%; further: strong numbers were not always called active
NOD1 inhibition – inhibition of NOD1-driven NF-kB reporter – cell-based, luminescence, uHTS, primary screen (AID 1578) | hit rate 1% among 290,000 | one-dose inhibition, % at 4 µM; EC50 in µM for titrated hits | NOD1-driven NF-kB luciferase reporter cells, luminescence; higher % means a stronger effect; in the data active means inhibition mostly above about 36%, no sharp cut-off; inactive means mostly below about 34%;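 further: HEK-293T reporter cells stimulated with the NOD1 agonist gamma-tri-DAP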
NTR1 agonist – NTR1-driven beta-arrestin-GFP spot formation – imaging, U2OS cells, high content, primary screen (AID 493036). P30989. agonist mode. activation, % at 20 µM. hit rate 0.17% among 330,000;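 active means activation at or above 40% of the spot to cytoplasm intensity ratio, with at least 20 cells analyzed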;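 further: 0% = DMSO without peptide and 100% = 100 nM NTR1 peptide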
Target sequence (P30989 whole entry, looked up): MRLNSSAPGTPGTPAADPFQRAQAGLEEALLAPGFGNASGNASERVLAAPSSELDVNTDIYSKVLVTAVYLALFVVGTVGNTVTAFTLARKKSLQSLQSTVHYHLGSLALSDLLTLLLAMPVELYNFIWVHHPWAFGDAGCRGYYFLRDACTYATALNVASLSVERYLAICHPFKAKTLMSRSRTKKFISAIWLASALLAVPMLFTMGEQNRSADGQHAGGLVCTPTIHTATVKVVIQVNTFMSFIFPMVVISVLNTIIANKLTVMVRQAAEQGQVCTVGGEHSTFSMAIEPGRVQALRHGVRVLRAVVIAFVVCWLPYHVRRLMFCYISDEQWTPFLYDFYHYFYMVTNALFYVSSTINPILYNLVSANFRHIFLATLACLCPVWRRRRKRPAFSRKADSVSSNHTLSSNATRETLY
UTI89 phage lysis – inhibition of K1F phage lysis, E. coli UTI89, bacterial capsule biogenesis inhibitors, alamar blue (AID 488966). E. coli UTI89 K1F phage lysis, alamar blue, 2 h; higher % means a stronger effect. inhibition, % at 100 µM, or IC50 in µM where a hit was titrated. hit rate 0.02% among 340,000;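 active means phage lysis inhibition, versus mean bacterial control, above a set limit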;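 further: capsule biogenesis inhibitors block K1F phage lysis so surviving cells raise fluorescence; higher fluorescence means more inhibition of phage lysis; actives were called in the ten point dose series up to 300 µM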
GPR55 activation – GPR55 agonists via beta-arrestin recruitment, primary screen, imaging, U2OS cells, beta-arrestin-GFP redistribution (AID 1961). one-dose activation, % at 10 µM; EC50 in µM for titrated hits. hit rate 0.048% among 290,000. U2OS GPR55 beta-arrestin-GFP redistribution imaging; higher % means a stronger effect;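 active means activation above 40% with more than 50 cells counted in the well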;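 further: U2OS osteosarcoma cells stably expressing GPR55 and beta-arrestin-GFP; plate controls were DMSO negative control for no effect and LPI positive control for full effect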
GPR35 arrestin U2OS – inhibition of zaprinast-stimulated GPR35 beta-arrestin translocation – imaging, U2OS, beta-arrestin-GFP, zaprinast agonist, primary screen (AID 2058). U2OS GPR35 beta-arrestin-GFP translocation imaging, zaprinast antagonism; higher % means a stronger effect. inhibition, % at 10 µM, or IC50 in µM where a hit was titrated. hit rate 0.052% among 290,000;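 active means inhibition of at least 50% with at least 30 cells and total cytoplasm GFP at most 10,000,000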
Rac1 GTP hydrolysis – MgcRacGAP GTPase-activating activity inhibitors, confirmation, biochemical, ADP Hunter fluorescence; inhibition, % at 30 µM, or IC50 in µM where a hit was titrated; hit rate 0.6% among 340,000; MgcRacGAP-stimulated Rac1 GTP hydrolysis, ADP Hunter fluorescence; higher % means a stronger effect; GST-tagged Rac1 F28L mutant substrate;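 active means first-screen hits whose inhibition reached a set limit at any dose in the follow-up dose series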;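 further: fluorescence reports GDP produced by GAP-driven GTP hydrolysis; strong numbers were not always called active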
GPR55 antagonists – inhibition of LPI-stimulated GPR55 beta-arrestin translocation – imaging, U2OS, beta-arrestin-GFP, LPI agonist, primary screen (AID 2013). one-dose inhibition, % at 10 µM; IC50 in µM for titrated hits. U2OS GPR55 beta-arrestin-GFP translocation imaging, LPI antagonism; higher % means a stronger effect. hit rate 0.13% among 290,000;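 active means spots per cell inhibited over 60%, with over 100 cells counted and total cytoplasm intensity under 500,000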;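 further: U2OS cells stably carrying GPR55 and arrestin-GFP stimulated by 5 µM LPI near EC80; imaged beta-arrestin-GFP aggregate spots per cell after agonist stimulation; plate controls were LPI-stimulated DMSO wells for no effect and DMSO wells without LPI for full effect; some results filed as inactive read as strong as hits; confirmed hits need IC50 under 10 µM and bright autofluorescent wells are also inconclusive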
KOR beta-arrestin-2 – KOR agonists, beta-arrestin recruitment, primary screen, cell-based, luminescence, uHTS (AID 1777) | KOR beta-arrestin recruitment, luminescence; higher % means a stronger effect | activation, % at 10 µM, or EC50 in µM where a hit was titrated | hit rate 0.02% among 280,000; in the data active means activation above about 50%, passing the limit was not always enough; further: a part of the inactive calls stands beside numbers as strong as those of hits
NTR1 agonist cell count 20 µM – further read-out of NTR1 agonist, marked with its call; cell count; measured here: cell count, cytotoxicity flag
An asterisk follows results filed as active; . = no result given; [ ] = dose if it differs, or a comment.

SMILES	KOR beta-arrestin-1	NOD1 inhibition	NTR1 agonist	NTR1 agonist cell count 20 µM	UTI89 phage lysis	GPR55 activation	GPR35 arrestin U2OS	Rac1 GTP hydrolysis	GPR55 antagonists	KOR beta-arrestin-2
O=C(CSc1nnnn1-c1cccc(O)c1)NC1CC1	-14.6%	-21.8%	1.0	59	1.5%[50 µM]	-0.1%	-2.7%	4.4%	10.8%	2.3%
Cc1ccc(OCCCCn2cnc3ccccc32)c(C)c1	-17.1%	24.4%	1.5	72	0.2%	0.8%	-14.8%	18.6%	-3.2%	-9.6%
c1ccc(CSc2ccc(-c3ccccn3)nn2)cc1	14.9%	-41.6%	0.3	71	0.3%	-0.4%	-0.1%	8.4%	7.1%	-2.0%
Cc1noc(C)c1CSCC(=O)Nc1nc2ccccc2s1	-21.2%	-13.9%	-0.2	56	1.1%[50 µM]	-0.1%	3.7%	13.1%	0.8%	4.7%
Cc1nc2cc(-c3ccsc3-n3c(C)ccc3C)[nH]n2c(=O)c1Cl	-18.8%	54.7%	-1.6	51	-3.8%	-0.1%	-5.0%	12.0%	5.8%	2.8%
CC(C)COc1ccc(-c2nn(-c3ccccc3)cc2/C=C2/SC(=S)N(CC(=O)O)C2=O)cc1	-7.2%	1.7%	5.0	73	2.3%	-0.1%	20.7%	12.6%	9.0%	2.2%
O=C(Nc1cccc(Cl)c1)c1ccc(NCC2CCCO2)c([N+](=O)[O-])c1 (stereo not drawn)	-7.8%	-23.4%	0.4	81	0.1%	3.3%	1.5%	2.4%	8.2%	-0.5%
COc1ccccc1NC(=O)Cn1nnc(-c2ccccc2NC(=O)c2cnccn2)n1	-55.9%	5.9%	1.3	86	-0.2%	-0.2%	-8.1%	6.3%	0.7%	1.5%
Cc1sc2nc(SC3CCOC3=O)n(Cc3ccccc3)c(=O)c2c1C (stereo not drawn)	0.2%[20 µM]	-22.2%	0.9	103	0.4%	-0.1%	15.8%	14.8%	-0.9%	3.1%
CC(C)CC1C(C#N)=C(N)OC2=C1C(=O)CC(c1ccccc1)C2 (stereo not drawn)	15.4%	-20.4%	-0.2	21	0.3%	-0.3%	5.1%	-2.8%	-0.2%	-0.4%
Cc1ccccc1NS(=O)(=O)c1nnc(NC(=O)CC(C)C)s1	-11.9%	19.6%	-1.2	90	0.2%	0.5%	-1.0%	11.0%	0.9%	2.4%
Cc1cccc(NC(=O)N2CCCCCC2)c1	1.3%	-28.4%	-1.7	58	-0.2%	0.4%	-14.4%	4.3%	-17.3%	3.3%
CCOC(=O)c1ccc(NC(=O)C2=C(C)Nc3nc(CCCO)nn3C2c2cccc(C)c2)cc1 (stereo not drawn)	-29.9%	-15.1%	3.6	47	2.9%	0.7%	-13.4%	-1.1%	-6.2%	-7.0%
COc1ccc(N=C2C(=Nc3ccc(OC)cc3)N(c3ccc(OC)cc3)C(=S)N2c2ccccc2)cc1	-13.6%	-29.3%	1.9	60	0.1%	0.6%	0.1%	12.3%	0.9%	-0.1%
COc1ccc(C2CC3(CC(C)(C)NC(=O)N3)Oc3cc(O)ccc32)cc1 (stereo not drawn)	11.5%	-5.4%	0.7	78	-0.1%	0.3%	-4.0%	7.4%	0.8%	2.9%
COc1ccc(CC(=O)Nc2ccc3c(c2)CCC3)cc1	-10.6%	-20.2%	-1.4	61	2.5%	0.9%	1.8%	-1.7%	-1.3%	-0.1%
COc1cccc(NC(=S)Nc2ccc(F)cc2)c1	2.1%	-17.8%	0.1	54	0.1%	-0.1%	-11.3%	7.6%	4.9%	-2.3%
COc1ccc(-c2ccc(C#N)c(SCC(=O)OCc3ccccc3)n2)cc1OC	7.0%	-24.9%	2.3	48	0.7%	-0.1%	0.0%	8.0%	25.1%	-0.7%
COc1ccc(OC(C)c2nnc(N)s2)cc1 (stereo not drawn)	-15.6%[20 µM]	25.1%	0.6	43	0.2%	-0.1%	9.0%	1.3%	6.8%	.
CCN1CCN(Cc2c(O)c(Cl)cc3c(C)cc(=O)oc23)CC1	6.8%	0.7%	0.2	64	0.0%	-0.2%	7.5%	2.0%	-3.8%	-0.9%
Nc1nonc1-n1nnc(C(=O)N/N=C/c2cccs2)c1CSc1ccccc1	-67.6%	6.2%	3.7	76	0.1%	-0.1%	14.3%	5.1%	-15.5%	8.0%
C=CCc1c(C)nc(C)nc1N/N=C/c1ccc(F)cc1	22.6%	-20.8%	0.5	51	2.6%[50 µM]	-0.1%	1.5%	13.2%	-0.2%	-5.3%
Cc1sc2ncn(CC(=O)Nc3c(F)cccc3F)c(=O)c2c1S(=O)(=O)N1CCC(C)CC1	-15.6%	-25.0%	-0.6	92	-0.2%	1.1%	-20.1%	5.9%	0.2%	-3.2%
COCCNC(=S)NN=C1CCCCC1	-21.6%	-16.4%	-0.6	66	0.3%	-0.4%	-1.5%	10.1%	14.6%	2.3%
Cc1ccc(Nc2nc(-c3ccc(C)cc3)c(CC(=O)O)s2)cc1	-20.0%	-48.2%	3.9	97	-1.4%	0.1%	-15.5%	17.1%	54.5%	6.3%
Cc1cccnc1NC(=O)CCc1nnc2ccc(N3CCC4(CC3)OCCO4)nn12	-21.3%	-25.9%	-1.4	76	0.3%	-0.1%	44.0%	12.4%	3.8%	15.5%
Nc1nc(SCC(=O)Nc2ccc([N+](=O)[O-])cc2Br)n[nH]1	8.4%	4.1%	-1.2	62	1.6%	0.0%	-11.8%	4.3%	4.7%	-1.7%
CCCCc1cc(=O)oc2cc(C)cc(OCC(=O)O)c12	5.2%	-15.0%	-0.5	80	0.4%	-0.2%	16.8%	1.5%	14.4%	1.0%
COC(=O)c1c(C)nn(-c2ccccc2)c1-n1cccc1	-12.1%	13.8%	-1.5	79	0.2%	0.5%	14.6%	6.0%	-3.3%	-6.1%
CCOC(=O)c1cccc(NC(=O)c2cncc(Br)c2)c1	.	-41.3%	1.3	32	2.3%[50 µM]	-0.4%	2.2%	3.3%	15.0%	0.1%
Cc1ccc(-c2nnc(N3CCN(CCO)CC3)c3ccccc23)cc1	-2.0%	0.5%	-2.0	58	0.3%	-0.2%	13.8%	3.0%	-0.1%	1.5%
Cc1cc(-c2nnnn2-c2ccc(C(F)(F)F)cc2)no1	35.7%	-1.0%	-1.6	59	-0.6%	0.6%	5.7%	-2.7%	-9.4%	-1.0%
COc1ccc(CC(=O)OCC(=O)Nc2ccc(Cl)cn2)cc1	3.9%	10.4%	-1.4	40	-0.1%	0.6%	8.0%	10.3%	10.4%	-3.4%
O=C1CCN(C(=O)/C=C/c2ccccc2)c2ccccc21	4.4%	-31.9%	-0.5	27	-1.1%	0.3%	15.6%	1.3%	0.4%	0.5%
CC1=C(C(=O)OCC2CCCO2)C(c2ccccc2)C2=C(CCCC2=O)N1 (stereo not drawn)	-7.0%	-12.7%	-0.9	22	0.5%	0.2%	-2.6%	1.2%	1.6%	-3.5%
CCOC(=O)c1c(CNCCN(CC)CC)n(C)c2cc(Br)c(OC)cc12	7.3%	-32.1%	1.4	50	-0.1%	-0.1%	8.4%	16.6%	3.0%	8.0%
CCOC(=O)c1oc2ccc(CNC3CCCCC3)c(Cl)c2c1C	-22.6%	-25.7%	1.8	32	1.6%	-0.4%	15.3%	21.1%	1.1%	-1.7%
CCCN1CNC(=S)N(c2ccccc2OC)C1	-20.2%	-9.7%	-0.9	75	0.2%	-0.2%	-10.3%	9.0%	10.0%	-2.4%
CCCn1c(SC(C)C(=O)O)nc2ccccc21 (stereo not drawn)	-13.6%	-3.4%	-2.0	87	1.0%	-0.1%	5.8%	-0.5%	2.0%	6.7%
O=S(=O)(c1ccc2nc(-c3ccco3)c(-c3ccco3)nc2c1)N1CCOCC1	-46.3%	4.4%	-0.3	47	-0.2%	-0.1%	1.0%	14.1%	-15.6%	7.6%
COc1cccc(C(=O)NCC(=O)OCC(=O)C(C)(C)C)c1	34.3%	-4.5%	-0.1	83	0.2%	-0.2%	-13.5%	-21.0%	3.8%	-3.6%
CCCn1c(SCC(=O)NC)nc2sc3c(c2c1=O)CCC3	1.0%	8.3%	-0.2	45	0.1%	0.3%	12.4%	9.3%	-1.8%	2.7%
CCOC(=O)c1ccc(NS(=O)(=O)c2ccc3c(c2)NC(=O)CCS3)cc1	34.6%	2.9%	0.8	62	-0.2%	0.6%	1.2%	11.7%	7.2%	-1.5%
CS(=O)(=O)N1CCN(c2ccc(NC(=O)COc3ccccc3)cc2)CC1	22.0%	-19.2%	-1.1	91	.	-0.3%	16.1%	.	13.7%	-5.2%
O=C(O)c1ccccc1NC(=O)c1ccccc1Nc1ccccc1	-16.0%	1.9%	3.7	90	0.1%	-0.2%	1.3%	17.8%	16.4%	-0.4%
CC(=O)N1CCN(C(=O)COc2ccccc2C(=O)Nc2ccccc2)CC1	-6.7%	-14.7%	1.4	60	0.2%	-0.4%	2.0%	4.8%	10.8%	-10.9%
O=C(O)CSc1nnnn1C1CCCCC1	-41.4%[20 µM]	-18.1%	-0.1	45	0.3%	0.2%	22.5%	2.1%	-8.4%	.
O=C(Nc1cccc(Cl)c1)C1CCCN(S(=O)(=O)c2ccc(F)cc2)C1 (stereo not drawn)	-12.3%	18.6%	10.0	58	11.3%	-0.1%	9.0%	8.1%	-20.4%	4.5%
CC1CCCCC1NC(=O)CO/N=C/c1ccc(OC(F)F)cc1 (stereo not drawn)	-7.8%	-9.4%	3.0	46	-1.0%	0.1%	-11.1%	-14.9%	-14.7%	-1.4%
C=CCc1ccc(OCCOCCN(C)C)c(OC)c1	-40.3%	-1.8%	-1.5	82	-0.2%	-0.1%	-3.5%	11.5%	-12.7%	0.8%
Cc1ccc(-c2cc(C(F)F)n3ncc(C(=O)NN4CCCCC4)c3n2)cc1	-89.5%[20 µM]	-13.5%	7.1	104	0.1%	0.8%	26.8%	2.7%	-6.5%	-2.4%
COc1ccc(NC(=O)CN2CCN(S(=O)(=O)c3ccc(F)cc3)CC2)cc1Cl	-3.6%	-27.3%	1.7	69	-0.2%	0.1%	-8.7%	-0.4%	12.1%	-1.3%
COc1cccc(-c2nnc(-c3ccco3)o2)c1	-6.1%	-76.6%	0.3	62	5.0%[50 µM]	0.1%	4.0%	6.3%	6.6%	2.3%
CN=C1SC(CC(=O)Nc2cccc(Cl)c2Cl)C(=O)N1C (stereo not drawn)	11.1%	-6.3%	2.5	75	2.4%	0.2%	-6.9%	7.3%	-5.1%	-4.4%

Screening data (PubChem)

The list is partial; rates above refer to the full screens.
